# TGFb inhibitor – TGF-b pathway inhibition | HepG2 CAGA-GFP TGF-b/SMAD3 reporter, GFP fluorescence, 18 h; TGF-beta stimulated, 500 pg/mL final | Potency, µM (highest dose often 46.1 µM), without a hit: at the top dose activity, negative = inhibition, most hits filed as inhibitors | 410,000 compounds, 1.2% hits; further: potency means the concentration at half of the fitted maximal effect; on the % scale 0 is the no-effect control and ±100 the full control effect; nearly all actives have a fitted effect of over 65% in size
#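 HEPG2 CAGA-GFP reporter cells (1000/well, DMEM with 1% FBS) received compounds, then recombinant TGF-beta at 500 pg/mL final for 18 hours at 37 degrees C. Per-cell GFP summed per well was normalised to unstimulated and stimulated DMSO controls before curve fitting.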
# Mm-Cpn inhibitor – M. maripaludis TRiC chaperonin inhibition; purified Mm-Cpn ATPase, ADP Transcreener TR-FRET; 330,000 compounds, 0.031% hits; Potency, µM (titrated, usually from 76.9 µM), for inactives: at the top dose activity, negative = inhibition, most hits filed as inhibitors; further: potency means the concentration at half of the fitted maximal effect; on the % scale 0 is the no-effect control and ±100 the full control effect; nearly all actives have a fitted effect of over 80% in size
#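 Inhibition of chaperonin ATP hydrolysis is measured as reduced ADP production, detected by competitive TR-FRET in which signal falls with ADP. Final enzyme 25 nM and ATP 10 uM, reacted 30 min at 37°C.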
# CCT chaperon mod – modulators of cytosolic chaperonin (CCT/TRiC) activity; purified chaperonin ATPase assay, HTRF ADP detection, 30 min; activity change, % (concentration not given with the values), hits read low; 360,000 compounds, 0.3% hits; in the data active means activity change below about -30%; further: on the % scale 0 is the no-effect control and ±100 the full control effect
#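 ATPase activity: ADP formed was measured by HTRF Transcreener (665/615 nm ratio) after 30 min at 37 deg C with 10 uM ATP. Compounds screened at one 76 uM concentration against 40 or 20 nM TRiC in Tris pH 7.4/KCl/MgCl2/DTT buffer.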
# A549 viability – A549 cytotoxicity, counter-screen for Nrf2 inhibitors | A549 ARE-Fluc cells, CellTiter-Fluor viability, 18-24 h | Potency, µM (highest dose often 46 µM), for the others: at the top dose activity change, negative = cytotoxicity, usual class: inhibitors | AID 504648 | 390,000 compounds, 0.16% hits; further: potency means the concentration at half of the fitted maximal effect; on the % scale 0 is the no-effect control and ±100 the full control effect
#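 A549 ARE_Fluc cells in 5% FBS OPTI-MEM were exposed to compounds in concentration-response for 18-24 h at 37 deg C. Viability was read by CellTiter-Fluor fluorescence (Ex 405/Em 525) after 30 min, before the luciferase read.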
# Akt phos inh – inhibitors of Akt phosphorylation; Neuro2A IGF-stimulated pAkt S473 HTRF, 20 min; hits give low values; activity change, % for hits at 50 µM; 360,000 compounds, 0.32% hits; AID 651550; in the data active means activity change below about -80%; inconclusive means mostly about -51% to -80%; further: on the % scale 0 is the no-effect control and ±100 the full control effect
#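 Neuro2A cells in DMEM with 0.5% FBS, overnight at 37 deg C, given compound at single 50 µM final, then IGF (6 nM final) for 20 min at 37 deg C. Lysed; phospho-Akt Ser473 by HTRF after 24 h, 665/615 ratio.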
# EPAC2 ag – agonists of human EPAC2 (RAPGEF4). Potency, µM (doses to about 154 µM), for the others: at the highest dose activation, most hits filed as activators. Q8WZA2. EPAC2 activation, biochemical qHTS; response scale: 100% = 6.5 mM cAMP response. 360,000 compounds, 0.079% hits; further: potency means the concentration at half of the fitted maximal effect; nearly all actives have a fitted effect of over 50% in size
# Target sequence (Q8WZA2 whole entry, looked up): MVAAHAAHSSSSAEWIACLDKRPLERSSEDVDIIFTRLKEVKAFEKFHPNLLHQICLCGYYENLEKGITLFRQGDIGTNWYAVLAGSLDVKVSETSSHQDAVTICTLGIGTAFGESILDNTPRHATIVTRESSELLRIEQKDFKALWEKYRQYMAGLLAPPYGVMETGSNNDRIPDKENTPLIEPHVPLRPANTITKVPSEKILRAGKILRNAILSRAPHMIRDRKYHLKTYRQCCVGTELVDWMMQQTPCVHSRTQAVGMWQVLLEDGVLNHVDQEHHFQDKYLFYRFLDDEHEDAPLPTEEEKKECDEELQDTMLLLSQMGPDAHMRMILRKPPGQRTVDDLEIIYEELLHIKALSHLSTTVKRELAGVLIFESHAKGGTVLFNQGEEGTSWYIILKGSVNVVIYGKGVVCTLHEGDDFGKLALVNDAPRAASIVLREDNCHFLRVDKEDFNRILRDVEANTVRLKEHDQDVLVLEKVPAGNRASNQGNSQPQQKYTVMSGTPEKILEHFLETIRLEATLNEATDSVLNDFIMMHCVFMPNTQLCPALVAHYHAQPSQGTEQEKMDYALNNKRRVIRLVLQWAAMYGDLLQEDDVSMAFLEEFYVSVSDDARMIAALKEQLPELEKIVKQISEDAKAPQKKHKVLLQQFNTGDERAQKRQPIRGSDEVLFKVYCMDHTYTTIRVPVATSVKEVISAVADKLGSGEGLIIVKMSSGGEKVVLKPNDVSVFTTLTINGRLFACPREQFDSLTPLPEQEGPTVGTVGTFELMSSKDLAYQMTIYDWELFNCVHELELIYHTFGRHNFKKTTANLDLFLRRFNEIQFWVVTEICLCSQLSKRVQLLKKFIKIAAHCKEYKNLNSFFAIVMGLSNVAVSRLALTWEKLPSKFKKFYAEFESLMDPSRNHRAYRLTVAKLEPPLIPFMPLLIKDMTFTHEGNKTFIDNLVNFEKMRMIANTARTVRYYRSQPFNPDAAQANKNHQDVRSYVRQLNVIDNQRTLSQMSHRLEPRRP
#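 EPAC2 (100 nM) mixed with Rap1B loaded with BODIPY-GDP (250 nM) plus 50 uM unlabeled GDP; compounds pinned in, 5 min RT, then read every 5 min for 30 min (ex 480, em 540 nm). Normalized to cAMP control.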
# EPAC2 antagonist – EPAC2 (human) antagonism; EPAC2 GEF exchange of Rap1B-BODIPY-GDP, fluorescence; 360,000 compounds, 0.18% hits; Potency, µM (highest dose often 114 µM), for inactives: at the highest dose activity, negative = inhibition, most hits filed as inhibitors; further: potency means the concentration at half of the fitted maximal effect; on the % scale 0 is the no-effect control and ±100 the full control effect; nearly all actives have a fitted effect of over 45% in size; many of its hits are not listed in these tables
# Nrf2 activator – activators of Nrf2 (ARE) signaling; Potency, µM (top dose mostly 46.1 µM), inactives show at the highest dose activation, actives largely listed as activators; AREc32 ARE-luciferase reporter (MCF7-derived line), luminescence, 24 h; AID 624171; 410,000 compounds, 0.31% hits; further: potency means the concentration at half of the fitted maximal effect; % of control where 0% means no effect; nearly all actives have a fitted effect of over 65% in size
#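 AREc32 cells carrying an ARE-driven firefly luciferase, 1000 cells/well in OPTI-MEM with 5% FBS, dosed after overnight attachment and incubated 24 hr at 37 deg C. Steady-Glo luminescence read after 30 min at RT.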
# Nrf2 inh – Nrf2 pathway inhibition | A549 ARE-Fluc reporter, luciferase luminescence, 18-24 h | Potency, µM (doses to about 46 µM), for the others: at the highest dose activity change, negative = inhibition, hits mostly inhibitors | 360,000 compounds, 2.1% hits; further: potency means the concentration at half of the fitted maximal effect; on the % scale 0 is the no-effect control and ±100 the full control effect; nearly all actives have a fitted effect of over 60% in size
#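 A549 ARE_Fluc cells (5000/well, 5% FBS OPTI-MEM) pre-incubated 2 h, then treated with compounds 18-24 h at 37C/5% CO2 in concentration-response. CellTiter-Fluor viability read first; BugLite luciferase luminescence after 15 min at room temperature gives Nrf2 activity.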
# Starred values were filed as active, the others as inactive; i = inactive; ? = inconclusive; . = no result given; & = joins results of further samples; [ ] = remark or other dose. Unless noted, the call rests on the fitted dose curve; in most records, active means well fitted curve in the direction sought with a large enough effect; inconclusive means small, poorly fitted or top-dose-only effect, or another doubt; inactive means no such curve, though single readings can be large; an effect the other way counts as inactive or inconclusive. Some of the compounds tested; count on the stated rates, not on these rows.
canonical_smiles	TGFb inhibitor	Mm-Cpn inhibitor	CCT chaperon mod	A549 viability	Akt phos inh	EPAC2 ag	EPAC2 antagonist	Nrf2 activator	Nrf2 inh
CCOC(=O)c1c(NC(=O)COC(=O)/C=C/c2ccco2)sc2c1CC(C)(C)NC2(C)C	?	0%	4.5	7%	i	2%	-19%	6.3%	10%
Cc1onc(-c2ccccc2Cl)c1C(=O)Nc1ccc(-n2nncc2C(C)(C)C)cc1	-2%	1%	1.2	-9%[1.84 µM]	i	5%	-8%	-0.5%	4%
COc1cc(C(=O)NCC(c2cccs2)N2CCOCC2)ccc1OCc1ccc(Cl)cc1 (configuration not stated)	-15%	.	-2.6	.	i	1%	0%	3.4%	.
OC(CN1CCCC(C(F)(F)F)C1)c1ccccc1 (configuration not stated)	-12%	2%	1.1	2%	i	3%	-18%	-0.5%	?
CSCCC(NC(=O)c1cccc(C)c1)C(=O)NCc1cccs1 (configuration not stated)	-10%	2%	0.2	6%	i	4%	-5%	-0.1%	1%
CCCN(CCC)C(=O)C1CC(=O)OC12CCCCC2 (configuration not stated)	-8%	1%	-4.2	-4%	i	10%	0%	-0.4%	-22%
Clc1ccc(-c2nc3c4ccccc4ccn3c2Cc2ccsc2)cc1	.	.	-1.0	.	i	12%	4%	17%	.
O=C(NCC1CCCO1)Nc1ccc2c(c1)OCO2 (configuration not stated)	1%	-3%	-0.7	-6%	i	6%	0%	0.2%	12%
CCOC(=O)c1c(NC(=O)Cc2coc3ccc(CC)cc23)sc2c1CCC2	18%	.	.	17%	.	.	.	0.2%	-11%
CCOc1ccccc1C(=O)OCC(=O)NCCNC(=O)COC(=O)c1ccccc1OCC	-1%	0%	1.1	-1%	i	-12%	2%	-0.9%	?
O=C1CCCN1C(=O)CSc1nnnn1-c1ccccc1	7%	2%	1.9	1%	i	7%	8%	0.3%	5%
NC(N)=NC(=S)Nc1ccc(Cl)cc1	1%	-2%	2.1	5%	i	-1%	2%	0.0%	?
O=[N+]([O-])c1ccccc1OCCOc1ccccc1[N+](=O)[O-]	-3%	-19%	-2.9	2%	i	10%	0%	?	?
COc1ccc(CCNC(=O)Cc2ccc(C)cc2)cc1OC	9%	-1%	-5.2	9%	i	14%	2%	0.7%	-6%
CCOc1ccccc1NC(=O)C(C)Sc1nc2c(c(=O)[nH]1)CCCC2 (configuration not stated)	-2%	.	.	0%	.	.	.	15%	-6%
O=C1C(c2ccc(F)cc2)N(Cc2ccc3c(c2)OCO3)C(=O)CN1C1CCCCCC1 (configuration not stated)	-13%	1%	-0.5	14%	i	23%	-4%	0.1%	.
C/C(=N\NC(=O)c1cccs1)C(C)(C)C	3%	-1%	-0.6	3%	i	7%	14%	9.1%	?
CC(=O)Nc1ccc(S(=O)(=O)NCC(=O)NC(C)c2ccc(S(N)(=O)=O)cc2)cc1 (configuration not stated)	6%	0%	-11	6%	i	-2%	27%	0.3%	3%
O=S(=O)(c1cccc2cccnc12)N1CCN(c2ccccc2)CC1	-8%	3%	-2.5	-2%	i	0%	-1%	-0.9%	5%
CN(Cc1ccc(Cl)cc1)C(CCc1ccccc1)C(=O)NC1CCCCC1 (configuration not stated)	?	.	-0.8	.	i	13%	-3%	0.3%	.
CC1CCCN(c2nc3ccccc3nc2C(C#N)S(=O)(=O)c2ccccc2)C1 (configuration not stated)	-1%	-6%	-0.4	-29%	i	-511%[inhibitor]	128%[activator]	2.3%	?
CC(C)OC(=O)CN1CCN(C2c3ccccc3-c3ccccc32)CC1	?	2%	-2.5	-3%	i	7%	-1%	3.1%	-7%
CC(C)(C)c1nnc(NC(=O)CS(=O)(=O)Cc2ccccc2)s1	3%	4%	3.1	0%	i	0%	2%	2.1%	-10%
O=C(NC1CCCCC1)[C@H](CSCc1ccccc1)N1Cc2ccccc2C1=O	?	4%	-1.5	-8%	i	3%	-13%	0.0%	-2%
Cc1onc(-c2ccccc2)c1C(=O)Nc1nc(-c2cc(F)ccc2F)cs1	24%	-6%	-0.1	-25%	i	-4%	1%	0.8%	-15%
O=C(Nc1ncc2c(n1)CC(c1ccc(Cl)cc1)CC2=O)c1ccco1 (configuration not stated)	-5%	-2%	0.0	1%	i	7%	-3%	6.7%	6%
CC1=NC(C)(C)Cc2ccccc21	-12%	2%	-2.3	-1%	i	-2%	5%	0.2%	-11%
Cc1nnsc1-c1onc(C)c1C(=O)O/N=C/c1ccc(Cl)cc1	0%	1%	-0.4	19%	i	4%	7%	-0.3%	10%
Cc1ccc2c(Cn3ccnc3)cc(=O)oc2c1C	-15%	1%	0.1	1%	i	0%	2%	3.0%	2%
O=C(Cc1ccccc1)Nc1ccc(NC(=O)c2cccs2)cc1	5%	0%	0.6	-10%	i	7%	-2%	0.5%	?
CC(C)CN(CC(C)C)S(=O)(=O)N1CCC(C(=O)NCc2cccs2)CC1	-12%	-1%	-0.9	3%	i	-10%	-5%	-0.6%	7%
CN(C)C(=O)CCc1ccc2c3c([nH]c2c1)[C@]1(C)[C@@H](C(=O)N2CCOCC2)C[C@H](CC(=O)NC(C)(C)C)C(=O)N1CC3	14%	1%	1.2	3%	i	6%	4%	-0.8%	3%
CC(NC(=O)Cn1cccc1C(=O)c1ccccc1)c1ccc2c(c1)OCCO2 (configuration not stated)	12%	2%	1.4	-11%	i	-3%	-2%	0.0%	-28%
COC(=O)CCC(=O)NC(=S)Nc1cc(Cl)ccc1Cl	-1%	-1%	1.5	-1%	i	0%	4%	5.2%	3%
COC(=O)c1c(C)cc(O)c(C)c1O	44%[activator]	.	-1.4	3%	i	6%	-9%	-0.4%	0%
COc1cc(C(c2c(C)[nH][nH]c2=O)c2c(C)[nH][nH]c2=O)ccc1OC(=O)c1cccc([N+](=O)[O-])c1	12%	1%	-6.8	-4%	i	7%	?	1.9%	-2%
O=C(NCCCNC(=O)c1ccco1)c1ccc(F)cc1	-4%	0%	-0.4	-13%	i	5%	2%	4.0%	?
CCc1ccc(S(=O)(=O)N2CCN(C(=O)C3CCN(C(C)=O)CC3)CC2)cc1	-14%	0%	-0.9	0%	i	-8%	5%	-1.8%	-4%
O=C(OCCOc1cccc(Cl)c1)c1ccc2ncsc2c1	10%	0%	1.3	-1%	i	10%	-3%	4.4%	3%
Cn1c(SCC(=O)c2ccccc2)nnc1-c1cccs1	-20%	-1%	-1.3	10%	i	11%	-1%	3.3%	18%
CCCCOc1ccc(N=Nc2ccc(N)nc2N)cn1	10%	0%	-0.4	-3%	i	3%	7%	-0.3%	14%
CCCCOc1ccccc1NC(=O)Cn1c(-c2cncs2)nc2ccccc21	-30%	.	.	8%	.	.	.	0.1%	8%
Cc1cc(C)c2oc(C(=O)NC3CCS(=O)(=O)C3)cc(=O)c2c1 (configuration not stated)	6%	-3%	-1.5	-2%	i	-3%	-2%	0.1%	9%
CCn1cc(C(=O)NCCc2ccc(C)cc2)c(=O)c2cc(S(=O)(=O)N(C)C)ccc21	0%&-7%	4%	-1.7	3%&10%	i	4%	-1%	-0.2%&0.0%	-4%&15%
Cn1cccc1Cc1nnc(SCC(=O)N2CCCc3ccccc32)n1-c1ccc(F)cc1	1%	-1%	-1.0	-5%	i	7%	-1%	0.4%	-7%
O=C(Oc1ccc(C(=S)N2CCCCC2)cc1)c1ccccc1F	?	-9%	-1.4	0%	i	13%	8%	0.5%	3%
Cc1c(C(=O)Nc2ccccc2)sc2nc3n(c(=O)c12)CCCCC3	5%	2%	-2.2	8%	i	14%	2%	3.0%	?
O=[N+]([O-])c1ccc(NCCCc2ccccc2)cc1	?	.	-2.0	.	i	20%	0%	3.1%	.
CCCn1c(=O)c2sccc2n2c(CCCC(=O)Nc3ccccc3F)nnc12	-27%	.	.	-2%	.	.	.	0.1%	8%
COc1ccc(-c2noc(CSCC(=O)Nc3ccc(C)cc3Br)n2)cc1OC	-17%	.	.	11%	.	.	.	2.6%	-2%
Cc1cccc(NC(=O)c2ccc(N3CCOCC3)c([N+](=O)[O-])c2)n1	9%	0%	-4.0	-9%	i	11%	3%	3.6%	17%
CCOc1ccc(C(c2c(C)[nH][nH]c2=O)c2c(C)[nH][nH]c2=O)cc1OCC	-27%	1%	1.6	-1%	i	-2%	9%	11%	12%
O=C1N=C(N2CCOCC2)S/C1=C/c1ccc(-c2ccc(F)cc2)o1	13%	0%	2.0	-17%	i	-2%	2%	3.5%	1%
CC1CCN(C(=O)CSc2nnc3c(n2)[nH]c2ccccc23)CC1	?	1%	-2.4	-24%	i	0%	1%	0.4%	8.2µM*
COCC1CCN(C(=O)C2CCC(=O)N(C3CCCC3)C2)CC1 (configuration not stated)	-7%	0%	-0.1	-13%	i	5%	3%	-0.8%	9%
Cc1cc(C)c2nc(-c3ccco3)cc(C(=O)O)c2c1	8%	-2%	0.7	-16%	i	3%	31%[activator]	8.8%	?
COc1ccc(C(CNC(=O)c2oc3cc(C)c(Cl)cc3c2C)N2CCCCC2)cc1 (configuration not stated)	0%&2%	1%	-5.7	2%&0%	.	8%	15%	-0.6%&-0.7%	1%&-5%
Cc1ccc(NC(/C=C/N(C)C)=C/C(=O)C(F)(F)F)c(C)c1	20µM*	-11%	1.7	-3%	i	2%	-1%	3.6%	-21%

# Compound activity deposited in PubChem by National Center for Advancing Translational Sciences (NCATS).
